From PubChem
H1N1 NS1A inhibition – H1N1 influenza NS1A inhibitors, functional cell based assay (AID 504329). NS1A functional cell-based assay, percent inhibition; higher % means a stronger effect. inhibition, % at 12.5 µM, or IC50 in µM where a hit was titrated. 0.3% of 340,000 active; in the data active = a potency from the dose series; inconclusive = inhibition above about 27% without an active follow-up result; also: strong numbers were not always called active
Salmonella PhoP GFP – PhoP regulon inhibitors, Salmonella typhi PhoP promoter GFP reporter, confirmatory (AID 1850); one-dose inhibition, % at 50 µM; IC50 in µM for titrated hits; 0.33% of 310,000 active; Salmonella Typhi PhoP-promoter GFP reporter, fluorescence, 4 h; higher % means a stronger effect; in the data active = a potency from the dose series; inconclusive = inhibition mostly from about 25% at the one dose, without a potency; inactive = the rest, 99 in 100 with inhibition below about 19%;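 also: 0% = induced wells with vehicle and 100% = uninduced wells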
VEEV TC-83 Vero – inhibitors of VEEV TC-83 cytopathic effect, confirmation, Vero cells (AID 588727); Vero cells, VEEV TC-83 cytopathic effect inhibition; higher % means a stronger effect; inhibition, % at 20 µM; hits with a dose series show IC50 in µM; 0.13% of 350,000 active; in the data active = a potency from the dose series; inconclusive = inhibition mostly from about 14% at the one dose, without a potency; inactive = the rest, 99 in 100 with inhibition below about 12%; also: strong numbers were not always called active
H37Rv inhibition – M. tuberculosis growth inhibition, HTS (AID 449762) | M. tuberculosis H37Rv growth inhibition, 7H9 media; higher % means a stronger effect | inhibition, % at 25 µM, or IC50 in µM where a hit was titrated | 0.59% of 330,000 active; in the data active = a potency from the dose series; inconclusive = inhibition above about 70% without an active follow-up result;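 also: bacterial growth assessed after seven days of incubation; strong numbers were not always called active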
M. tuberculosis – growth inhibition of non-replicating M. tuberculosis (AID 488890). Mycobacterium tuberculosis non-replicating, growth inhibition; higher % means a stronger effect. inhibition, % at 25 µM, or IC50 in µM where a hit was titrated. 0.39% of 320,000 active; in the data active = a potency from the dose series; inconclusive = inhibition mostly from about 82% at the one dose, without a potency; inactive = the rest, 99 in 100 with inhibition below about 76%;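 also: plate controls were DMSO cells for no effect and high antibiotic wells for full effect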
VEEV TC-83 Vero 10K pilot screen – second read-out of VEEV TC-83 Vero, no call of its own (marks repeat the call); inhibition, %; measured here: 10K pilot screen inhibition
* hit, by the source's call; i = inactive; ? = inconclusive; nt = no result given.

SMILES | H1N1 NS1A inhibition | Salmonella PhoP GFP | VEEV TC-83 Vero | H37Rv inhibition | M. tuberculosis | others
O=C(Nc1nc2ccc(F)cc2s1)c1ccc(N2CCCC2=O)cc1 | -4.9% | 0.2% | 0.6% | 4.8% | 3.9%
O=C(CNC(=O)c1sc2ccccc2c1Cl)NCc1ccccc1 | -9.2% | -4.3% | 2.4% | -17.2% | -4.9%
O=C(c1ccccc1)N1CCSc2sccc2C1=O | -4.1% | nt | 2.2% | nt | nt
Cc1ccc(S(=O)(=O)N2CCC(N3CCN(C)CC3)CC2)cc1Cl | -2.7% | 9.7% | 0.5% | 0.4% | 18.9%
CCCS(=O)(=O)N1CCC(C(=O)NC2CCCC(C)C2C)CC1 (centres undefined) | 1.8% | 3.4% | 0.9% | -2.6% | 1.2%
NS(=O)(=O)c1cccc(NC(=O)CN2CCCc3ccccc32)c1 | 4.1% | -1.6% | 0.7% | -8.7% | 16.1%
Cc1cccc(-c2nnc(N)s2)c1 | -8.8% | -12.4% | 0.6% | 3.9% | -4.2%
Cc1ccc(-c2csc(NC(=O)c3cccc([N+](=O)[O-])c3C(=O)O)n2)cc1 | -2.7% | -12.1% | 0.2% | -1.7% | 7.5%
O=[N+]([O-])c1ccc(F)cc1F | -1.5% | nt | 0.2% | 2.3% | -11.3%
O=S(=O)(NCCSc1ccccc1)c1ccc2c(c1)OCCO2 | 5.5% | -6.0% | 2.5% | 2.1% | 2.4%
CN(C(=O)Cn1nnc(-c2cccc(C(F)(F)F)c2)n1)C1CCCCC1 | 1.0% | -3.7% | 2.2% | 2.3% | -7.6%
O=C(CN1CCN(S(=O)(=O)c2ccc(Cl)cc2)CC1)NCc1cccs1 | -1.9% | -4.9% | 4.0% | -7.0% | 2.4%
COc1ccc(C2SCCN2C(=S)Nc2ccc(Cl)cc2)cc1 (centres undefined) | 14.6% | -4.7% | 0.6% | -3.3% | 24.1%
CC12C(C(=O)O)C1(c1ccccc1)C2C(=O)O (centres undefined) | -18.1% | nt | 3.9% | nt | nt
CC(CNC(=O)c1ccc(C(C)(C)C)cc1)CN(C)C (centres undefined) | -1.1% | 1.1% | 0.8% | 4.2% | 6.4%
COc1ccc(-c2cc(C(=O)Nc3cccc(S(=O)(=O)NCc4ccco4)c3)c3ccccc3n2)cc1OC | -2.5% | -24.4% | 12.3% | 43.5% | 6.1%
CCc1cc2cc(C)cc(C)c2[nH]c1=S | -8.2% | -2.0% | 0.2% | -1.2% | -14.8%
S=C(NCCCN1CCOCC1)N1CCN(c2cccc(Cl)c2)CC1 | 6.0% | 5.6% | 1.7% | -0.4% | 20.2%
O=C(NCC1COCCO1)C1CCN(S(=O)(=O)c2ccccc2)CC1 (centres undefined) | -8.1% | -2.1% | 1.4% | 4.5% | 5.2%
O=C(COC(=O)c1ccc(Cl)c(S(=O)(=O)N2CCCCC2)c1)NCCc1ccccc1 | 1.1% | nt | i | nt | nt
CCOC(=O)c1ccc(NC(=O)NS(=O)(=O)c2ccc(C)cc2)cc1 | 1.2% | -4.1% | 0.1% | ? | 3.31µM*
COC(=O)c1ccc(CSc2nc3ccccc3c(=O)n2C)o1 | -5.8% | -2.6% | 2.7% | -0.1% | 11.3%
O=C(CCNC(=O)c1ccccc1Cl)Nc1ccncc1 | 13.4% | -4.9% | 1.7% | -6.2% | -11.3%
CCOC(=O)C(/C=N/c1cc(C)nn1-c1ccccc1)=C(\C)O | -3.7% | -0.2% | 1.3% | 0.8% | 1.0%
CCOC(=O)Cn1cc(C(=O)C2CC2)c2ccccc21 | -7.6% | -5.8% | 1.2% | -0.6% | 51.1%
O=C(/C=C/c1ccccc1)Nc1nc(-c2ccncc2)cs1 | 1.2% | 9.8% | 9.9% | 2.0% | 43.1%
Nc1c(C(=O)NCc2cccnc2)sc(=S)n1-c1ccccc1 | -7.4% | -6.5% | i | -2.6% | 12.5%
CCOC(=O)CC1C(=O)NCCN1C(=O)c1ccc(C)cc1 (centres undefined) | 0.2% | 11.1% | 1.7% | -4.1% | -4.1%
N#Cc1ccc(C(=O)Nc2cc(C3CC3)nn2-c2ccccc2)cc1 | -9.3% | -0.4% | 0.3% | -2.6% | -6.8%
O=C(COc1nc2ccccc2nc1N1CCOCC1)NC1CCCCC1 | 5.7% | -6.2% | 1.1% | -1.3% | 0.7%
CC(C)[C@H](NC(=O)c1ccc(Cl)c([N+](=O)[O-])c1)C(=O)NCc1ccc(F)cc1 | 24.9% | -5.0% | i | -7.1% | -18.0%
COc1ccc2[nH]cc(CCNC(=O)COc3ccc4ccc(=O)oc4c3)c2c1 | -9.5% | -2.7% | 3.3% | -2.6% | 9.8%
CC(Sc1nnc(-c2ccccc2F)n1C1CC1)C(=O)NCc1ccco1 (centres undefined) | 9.9% | nt | 0.5% | -6.9% | 2.7%
CCCn1c(SCC(=O)c2ccc(CC)cc2)n[nH]c1=O | -2.0% | -3.7% | 1.4% | 0.5% | 73.8%
COc1ccc(Cl)cc1NC(=O)Nc1cc(C)on1 | -1.3% | -8.4% | 9.8% | -3.0% | -3.7%
CCOC(=O)c1c(C)[nH]c(C(=O)OCC(=O)c2ccc(OC)cc2OC)c1C | 1.1% | 2.9% | 0.2% | -5.1% | -1.9%
CC(C)[C@H](NC(=O)c1ccccc1)C(=O)OCC(=O)c1ccc(S(=O)(=O)N2CCCCC2)cc1 | -2.3% | 1.8% | 1.7% | -3.4% | -14.0%
O=C(c1cnc2n(c1=O)CCS2)N1CCc2ccccc21 | 4.7% | 4.9% | 0.4% | -2.5% | 1.6% | VEEV TC-83 Vero 10K pilot screen=0.7
O=C(Nc1ccc(OC(F)(F)F)cc1)C1CCCN(S(=O)(=O)c2cccnc2)C1 (centres undefined) | -0.7% | -1.6% | i | -4.2% | 17.4%
CC(OC(=O)c1cc2sccc2n1C)C(=O)NC(C)(C)C (centres undefined) | 18.0% | 6.2% | 1.1% | -7.3% | -0.1%

For reference, 2 of the compounds above:
SMILES | H1N1 NS1A inhibition | Salmonella PhoP GFP | VEEV TC-83 Vero | H37Rv inhibition | M. tuberculosis | others
CC(C)[C@H](NC(=O)c1ccc(Cl)c([N+](=O)[O-])c1)C(=O)NCc1ccc(F)cc1 | 24.9% | -5.0% | i | -7.1% | -18.0%
COc1ccc2[nH]cc(CCNC(=O)COc3ccc4ccc(=O)oc4c3)c2c1 | -9.5% | -2.7% | 3.3% | -2.6% | 9.8%

Following part:
SMILES | H1N1 NS1A inhibition | Salmonella PhoP GFP | VEEV TC-83 Vero | H37Rv inhibition | M. tuberculosis | others
CCOc1ccc(NC(=O)CN(C)C(=O)C2CCN(c3ncnc4sc(C)c(C)c34)CC2)cc1OCC | -2.5% | 20.7% | 7.6% | ? | 34.6%
O=C(Nc1ccccc1)OCCOc1ccc(Cl)cc1Cl | 5.6% | nt | 1.6% | nt | nt
O=S(=O)(Nc1ccccc1N1CCOCC1)c1ccc(Cl)cc1 | -2.1% | nt | 3.8% | 1.1% | 17.3%
CC1CN(c2ccc(C(F)(F)F)cc2[N+](=O)[O-])CCN1S(C)(=O)=O (centres undefined) | -1.3% | -6.1% | 0.4% | 2.8% | -6.1%
Cc1cc(C)n2nc(SCC(=O)N(Cc3ccccc3)C3CCS(=O)(=O)C3)nc2n1 (centres undefined) | -17.8% | 1.5% | 0.4% | -4.5% | -1.7%
COc1ccc(NC(=O)Cc2nnc(SCC(=O)Nc3ccc(F)cc3)n2C)cc1 | 6.9% | 7.6% | 1.0% | 2.0% | 3.2%
COc1ccc(C2C3C(C)=NN=C3CC(C)(O)C2C(C)=O)cc1 (centres undefined) | -1.2% | 0.1% | 0.0% | 3.9% | -1.2%
O=C(Nc1ccc(Cl)cc1C(=O)N1CCCC1)c1cccc([N+](=O)[O-])c1 | 7.8% | -4.9% | i | 1.0% | 25.5%
CN(CCC(=O)Nc1cc(S(=O)(=O)N(C)C)ccc1Cl)CC(=O)Nc1ccc(F)cc1 | 0.4% | 2.5% | 0.8% | -13.4% | 2.6%
O=C(CC(c1ccccc1)c1ccccc1)NCC(O)c1ccc([N+](=O)[O-])cc1 (centres undefined) | 7.2% | -7.7% | 5.4% | 13.7% | 36.0%
CC(=O)N[C@H](Cc1c[nH]c2ccccc12)C(=O)O | -5.9% | 23.0% | 0.3% | -7.5% | -16.6%
CC(=O)Nc1cc2c(cc1[N+](=O)[O-])-c1ccccc1C2=NO | 0.4% | nt | 1.3% | nt | nt
O=C1c2ccccc2C(=O)N1c1ncccn1 | 1.5% | 6.0% | 1.2% | -10.8% | -0.5%
Cc1cc(SC2CCOC2=O)nc2ccccc12 (centres undefined) | 10.1% | 6.8% | 1.7% | -0.9% | -5.0%
CCCN=C(Nc1ccc(Cl)cc1)c1cccnc1 | -7.5% | -4.4% | i | 1.9% | 1.4%
Cc1ccc(-n2c(C)c(C)c3c(NCCO)ncnc32)cc1 | 4.5% | -1.5% | 5.0% | 5.7% | 1.4%
CCNC(=S)N1CCC(c2nc3cc(C)c(C)cc3[nH]2)CC1 | -1.7% | -6.5% | 0.4% | -8.3% | 16.7%
CCOC(=O)c1c(C)[nH]c(C(=O)CSc2ccccc2)c1C | 5.7% | 4.6% | 1.1% | -8.1% | 16.7%
Cn1cnnc1SCC(=O)Nc1sc2c(c1C#N)CCCCC2 | -0.7% | -2.1% | 0.5% | ? | 8.5%
COC(=O)C(Cc1ccccc1)P(=O)(c1ccccc1)c1ccccc1 (centres undefined) | -2.9% | 3.0% | 0.4% | 0.6% | -36.9%

Of the compounds above, these contain a CF3 group:
SMILES | H1N1 NS1A inhibition | Salmonella PhoP GFP | VEEV TC-83 Vero | H37Rv inhibition | M. tuberculosis | others
CN(C(=O)Cn1nnc(-c2cccc(C(F)(F)F)c2)n1)C1CCCCC1 | 1.0% | -3.7% | 2.2% | 2.3% | -7.6%
O=C(Nc1ccc(OC(F)(F)F)cc1)C1CCCN(S(=O)(=O)c2cccnc2)C1 (centres undefined) | -0.7% | -1.6% | i | -4.2% | 17.4%
CC1CN(c2ccc(C(F)(F)F)cc2[N+](=O)[O-])CCN1S(C)(=O)=O (centres undefined) | -1.3% | -6.1% | 0.4% | 2.8% | -6.1%

(listing goes on)
SMILES | H1N1 NS1A inhibition | Salmonella PhoP GFP | VEEV TC-83 Vero | H37Rv inhibition | M. tuberculosis | others
Cc1ccc2nsnc2c1NC(=S)NC(=O)c1ccco1 | 26.2% | -7.1% | 0.8% | 1.9% | 39.8%
CC(C1CC2CCC1C2)n1c(-c2ccco2)n[nH]c1=S (centres undefined) | 8.3% | 2.1% | 2.1% | -2.2% | -8.8%
COc1cc(CCC(=O)OCC(=O)c2ccc[nH]2)cc(OC)c1OC | -9.3% | nt | 3.6% | -2.7% | nt
COc1ccccc1C(=O)Nc1ccc(S(=O)(=O)N(C)c2ccccc2)cc1 | 0.7% | -0.5% | 8.7% | 14.1% | 8.0%
COc1ccc(Cl)cc1C=CC=Nc1ccccc1O | -1.1% | nt | 3.1% | nt | nt
CCN1C(=O)c2cccc3c(S(=O)(=O)NCc4ccccn4)ccc1c23 | -2.5% | 11.6% | 6.2% | -4.1% | 9.4%
CC(=O)Nc1ccc(S(=O)(=O)N(c2cccnc2)S(=O)(=O)c2ccc(NC(C)=O)cc2)cc1 | -1.4% | 4.1% | i | -17.4% | 9.9% | VEEV TC-83 Vero 10K pilot screen=0.6
Cc1cc(=O)[nH]c(SCC(=O)Nc2ccc(S(=O)(=O)N3CCOCC3)cc2)n1 | 5.0% | 10.7% | 1.1% | -5.7% | nt
COC(=O)c1cc(NS(=O)(=O)c2ccc(N3CCOCC3)c(NC(C)=O)c2)cc(C(=O)OC)c1 | -3.0% | 1.1% | i | 3.8% | -2.8%
COc1ccc(-c2nnn(CC(=O)NCCc3ccc(OC)c(OC)c3)n2)cc1 | -7.1% | 1.2% | i | 2.0% | 11.2%
COc1ccc(N2C(=O)CC(Sc3nccc(C)n3)C2=O)cc1 (centres undefined) | 1.1% | 9.7% | i | -0.4% | 55.6%
Cn1cc([C@@H]2C[C@H]3CN(Cc4cccc(Cl)c4)C(=O)[C@]34CCCN24)c(-c2ccccc2)n1 | -17.2% | -5.9% | 6.4% | 49.3% | 25.8%
CCN(CC(=O)Nc1ccccc1C(F)(F)F)C(=O)c1ccc(-n2nc(C)c(CCC(=O)OC)c2C)cc1 | -16.8% | nt | i | nt | nt
CCN(CC)C(=O)CN1C(=O)/C(=C/c2ccccc2)SC1=S | -3.2% | -1.1% | 0.2% | -2.7% | 47.3%
COc1ccc2c(c1)c(=O)c(C(=O)c1ccccc1)cn2Cc1ccccc1 | -2.7% | 14.6% | i | 2.0% | 36.0%
CC(=NNC(=O)c1ccncc1)c1ccc(O)cc1O | 15.8% | nt | ? | nt | nt
Nc1c(S(=O)(=O)c2ccccc2)c2nc3ccccc3nc2n1/N=C/c1ccco1 | 2.4% | 5.6% | 2.6% | 9.1% | 16.3%

This is a random part of the collection. Share with any hit: about 1.5%.
